# KDM5B inhibitor – Primary screen for KDM5B Histone Demethylases FDH-coupled qHTS; Potency, µM (top dose mostly 57.7 µM), for inactives: at the highest dose activity change, negative = inhibition, usual class: inhibitors; AID 1347165, 2019; 220,000 tested, 2.6% active; KDM5B demethylase, FDH-coupled NADH fluorescence (FDH is formaldehyde dehydrogenase); Lysine-specific demethylase 5B (Homo sapiens), Q9UGL1; active means well fitted inhibition curve with a large enough effect; inconclusive means small, poorly fitted or top-dose-only effect; inactive means no such curve, though single readings can be large or run the other way; further: 0% is about no effect; nearly all actives have a fitted effect of over 70% in size
# Target sequence (Q9UGL1 whole entry, looked up): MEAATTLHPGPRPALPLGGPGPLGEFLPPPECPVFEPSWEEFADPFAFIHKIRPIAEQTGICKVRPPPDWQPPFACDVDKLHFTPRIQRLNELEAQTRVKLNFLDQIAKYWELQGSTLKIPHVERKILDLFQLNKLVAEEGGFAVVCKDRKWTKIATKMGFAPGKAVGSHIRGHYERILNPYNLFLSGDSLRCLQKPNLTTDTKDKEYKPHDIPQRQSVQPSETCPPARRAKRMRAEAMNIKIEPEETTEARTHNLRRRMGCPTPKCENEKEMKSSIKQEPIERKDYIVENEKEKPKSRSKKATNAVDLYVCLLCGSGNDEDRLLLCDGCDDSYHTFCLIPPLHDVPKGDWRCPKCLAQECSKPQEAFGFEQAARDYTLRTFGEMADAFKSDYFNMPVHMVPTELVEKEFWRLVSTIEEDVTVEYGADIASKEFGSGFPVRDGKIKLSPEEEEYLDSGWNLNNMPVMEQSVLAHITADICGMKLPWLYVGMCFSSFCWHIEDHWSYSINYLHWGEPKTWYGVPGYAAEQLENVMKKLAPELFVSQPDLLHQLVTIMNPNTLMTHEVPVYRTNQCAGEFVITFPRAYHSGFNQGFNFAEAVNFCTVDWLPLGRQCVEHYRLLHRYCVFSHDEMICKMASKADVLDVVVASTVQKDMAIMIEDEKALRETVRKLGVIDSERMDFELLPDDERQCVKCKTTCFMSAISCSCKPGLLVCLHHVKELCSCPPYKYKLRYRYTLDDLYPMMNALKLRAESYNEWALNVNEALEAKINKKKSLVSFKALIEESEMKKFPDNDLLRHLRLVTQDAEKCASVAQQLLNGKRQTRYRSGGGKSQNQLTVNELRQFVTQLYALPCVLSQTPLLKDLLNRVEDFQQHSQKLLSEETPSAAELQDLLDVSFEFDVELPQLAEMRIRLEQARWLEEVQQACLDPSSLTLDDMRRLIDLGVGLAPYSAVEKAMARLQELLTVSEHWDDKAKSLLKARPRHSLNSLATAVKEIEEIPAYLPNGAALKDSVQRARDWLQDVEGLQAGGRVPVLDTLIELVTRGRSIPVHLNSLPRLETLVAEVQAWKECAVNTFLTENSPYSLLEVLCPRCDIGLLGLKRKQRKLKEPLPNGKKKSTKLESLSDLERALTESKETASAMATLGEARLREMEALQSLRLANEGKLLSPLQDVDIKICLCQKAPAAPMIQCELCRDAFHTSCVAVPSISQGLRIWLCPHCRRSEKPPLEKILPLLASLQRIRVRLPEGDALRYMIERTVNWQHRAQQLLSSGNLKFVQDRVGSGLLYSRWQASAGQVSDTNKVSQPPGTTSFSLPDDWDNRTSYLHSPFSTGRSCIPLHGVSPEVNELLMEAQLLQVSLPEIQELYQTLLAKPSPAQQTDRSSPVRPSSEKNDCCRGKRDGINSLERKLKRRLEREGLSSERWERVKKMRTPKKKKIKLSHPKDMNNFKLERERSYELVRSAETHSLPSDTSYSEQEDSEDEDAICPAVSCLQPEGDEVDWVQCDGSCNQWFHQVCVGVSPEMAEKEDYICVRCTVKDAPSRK
#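 KDM5BΔAP (200 nM final) in 50 mM HEPES pH 7.5, 0.01% Tween-20 was preincubated 10 min at RT with compound over a concentration range. Substrate mix (H3K4me3 12.5 µM, α-KG 25 µM, Fe²⁺, ascorbate, NAD⁺, FDH) was added, and NADH fluorescence change over 30 min gave dose-response curves.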
# * = called active by the depositor; u = inconclusive; & = joins results of further samples; [ ] = remark or other dose. Potency means the concentration at half of the fitted maximal effect. A portion of the library. The share of hits here may be higher or lower than overall.
entry	SMILES	KDM5B inhibitor
1	O=C(CCn1c(=O)c2cccn2c2cccnc21)Nc1ccccc1C(F)(F)F	-28.3%
2	CC(=O)Nc1ccc2nc(SCCOc3cc(C)cc(C)c3)sc2c1	-21.1%
3	CCc1cc(=O)n(CC(=O)Nc2ccc(N(C)C)cc2)c(-c2cccc(F)c2)n1	1.7%
4	Cc1nc(SCC(=O)Nc2ccc(C#N)cc2)n(CC(C)C)c1C	3.5%
5	COC[C@@H]1CN(C(=O)c2ccc(F)c(F)c2)C[C@H]1C(N)=O	16.0%
6	O=C(c1ccccc1F)N1CCC(n2cc(-c3nc(C4CC4)no3)nn2)C1 (stereo not given)	-13.6%
7	Cc1ccccc1C(=O)Nc1ccc(S(=O)(=O)N2CCC(c3nc4ccccc4s3)CC2)cc1	u
8	Cc1cc(C)cc(OCC(=O)O/N=C(\N)c2cccnc2)c1	-8.6%
9	O=C(NCCN1CCCCCC1)C1CCC1	0.8%
10	CC(C)CC(=O)Nc1ccc(C(N)=O)c(Cl)c1	-6.2%
11	CC(C)c1ccccc1NC(=O)c1cc(Cl)ccc1F	23.6%
12	COc1ccc(CNC(=O)CC[C@@H]2CNC(=O)[C@@H]3C[C@H](NCc4ccccc4)CN23)cc1	-33.3%
13	CNC(=O)[C@@H]1C[C@H](Oc2cccnc2)CN1	2.4%
14	COc1cc2nc(Nc3ccc(C)c(C)c3)nc(N)c2cc1OC	u
15	CN(Cc1ccc(F)cc1)S(=O)(=O)c1nnc(NC(=O)c2ccccc2)s1	-9.4%
16	Cc1[nH]c2ccccc2c1C(=O)NCc1ccc(CN(C)C)cc1	-5.3%
17	CCOC(=O)CSc1nc2sc3c(c2c(=O)n1-c1ccccc1)CC(C(C)C)OC3 (stereo not given)	3.5%
18	CCOc1ccc(CC(=O)N[C@@H]2CN(S(C)(=O)=O)C[C@H]2CN(C)C)cc1	3.0%
19	CCN(CC)C(=O)Cn1c(SCCOc2ccc(Cl)cc2)nc2ccccc21	u
20	O=C(Nc1ccccn1)c1cc(-c2ccc(Cl)s2)nc2ccccc12	u
21	Cc1ccc(C)c(N2CCN(C(=O)c3cc(S(=O)(=O)N4CCCCCC4)cn3C)CC2)c1	-26.4%
22	O=C(CSc1nnc2c(n1)[nH]c1ccc(F)cc12)NCc1ccc(F)cc1	10.1%
23	CCn1cc(S(=O)(=O)N2CC(F)(F)C[C@H]2c2nnc(C)o2)cn1	26.9%
24	CCOc1ccc2nc(SCC(=O)N3CCN(S(=O)(=O)c4ccccc4)C3C(C)C)[nH]c2c1 (stereo not given)	-6.0%
25	COc1ccc(C)cc1NC(=O)Cn1c(=O)c(-c2noc(C)n2)c2n(c1=O)CCCCC2	15.7%
26	CC1(C)SC2c3ccccc3C(=O)N2[C@@H]1C(=O)NCc1ccc(F)cc1 (stereo not given in full)	13.8%
27	CC(C)=NNc1nc2c(c(=O)[nH]c(=O)n2C)n1CCCc1ccccc1	u
28	CC(C)CN1CCN(CCO)CC1	12.8%
29	COc1ccc(CN2CCCC3(CC(c4ccccn4)=NO3)C2)cc1 (stereo not given)	7.4%[149 µM]
30	Cc1nc(CC(=O)NC(C)c2cnn(-c3ccccc3)c2C)cs1 (stereo not given)	-12.6%

entry	SMILES	KDM5B inhibitor
31	CC(C)[C@H]1CN(Cc2ccc(C(F)(F)F)nc2)C[C@@H]1NC(=O)CO	-15.8%
32	Cc1ccc(NC(=O)NCC2CCOCC2)cc1F	-8.3%
33	Cc1ccsc1/C=C1\Oc2cc(OS(C)(=O)=O)ccc2C1=O	6.3%
34	Cc1noc(C(C)Nc2ccc3oc(C(C)(C)C)nc3c2)n1 (stereo not given)	-5.6%
35	Cc1ccccc1NC(=O)Cn1c(=O)n(Cc2ccc3c(c2)OCO3)c(=O)c2oc3ccccc3c21	1.2%
36	CCOc1ccc2c(n1)CCN(C(=O)c1cc(C)nn1C)C2	-24.3%
37	CCCN1CCC(NC(=O)c2csc3c2CCCC3)CC1	9.2%
38	Cc1ccccc1-n1nnnc1SCc1ncc(-c2ccccc2)o1	3.6%
39	COC(=O)c1c(C)oc2ccc(OS(C)(=O)=O)cc12	-19.6%
40	O=S(=O)(c1ccc2oc3ccc(S(=O)(=O)N4CCCCCC4)cc3c2c1)N1CCCCCC1	-18.6%
41	CCN1CCN(CCNC(=O)c2ccc3c(c2)N(Cc2ccc(F)cc2)C(=O)/C(=C/c2ccccc2)S3)CC1	-11.8%
42	O=C(CC1CCCC1)N1CCCC(c2noc(COc3ccccc3)n2)C1 (stereo not given)	-16.0%
43	CC(=O)c1ccc(NC(=O)Cn2c(=O)c3cccn3c3ccccc32)cc1	-9.7%
44	O=C(Nc1ccccc1Cl)N1CCC(Oc2ncccc2C(=O)N2CCCCC2)C1 (stereo not given)	2.1%
45	Cc1cc(C[n+]2ccccc2)c(C)cc1C[n+]1ccccc1	-1.0%
46	CCCN1Cc2cccc(C(=O)Nc3cc(Cl)ccc3C)c2C1=O	18.7%&1.2%
47	COC(=O)C(C)NC(=O)C12CC3CC(C1)CC(c1ccc(C)cc1)(C3)C2 (stereo not given)	30.0%[activator]
48	Fc1ccc2[nH]c3c(N4CCc5ccccc5C4)ncnc3c2c1	u
49	O=C(/C=C/c1ccc(-c2ccccc2Cl)o1)c1ccc2ccccc2c1	u
50	O=c1cc(CN2CCN(c3ccccc3F)CC2)c2cc(O)ccc2o1	1.6%
51	CN(C(=O)Cn1cc(C#N)c2ccccc21)C1CCCCC1	0.1%
52	Cc1cccc(NC(=O)NCC2CCOCC2)c1C	3.8%
53	CCOc1ccc(CC(=O)NCCn2ccn3nc(-c4cccc(OC)c4)cc3c2=O)cc1	u
54	COc1cccc(C(=O)N2CCC3(CC2)OCC(C(=O)NC(C)C)N3C(=O)c2ccccc2C)c1 (stereo not given)	-17.1%
55	COc1cccc(CNC(=O)COc2ccc3c(C)cc(=O)oc3c2)c1	u
56	COC(=O)[C@H](C(C)C)N1Cc2nnn(Cc3ccc(C)cc3)c2-c2ccccc2S1(=O)=O	3.3%
57	Cn1cc(CN2CCn3c(nnc3[C@@H]3C[C@@H](O)CN3Cc3cccnc3)C2)c2ccccc21	u
58	COCCCNC(=O)C(NC(=O)c1ccc(F)cc1)C1CCN(C(=O)C2CC2)CC1 (stereo not given)	-14.0%
59	O=C(NCCCNC(=O)c1ccco1)c1ccc(Cl)cc1	3.9%
60	O=C1CCc2cc(C(=O)NCCc3ccc4c(c3)OCO4)ccc2N1	-15.1%

entry	SMILES	KDM5B inhibitor
61	COc1ccc(NC(=O)NS(=O)(=O)c2ccc(C)cc2)cn1	u
62	O=c1c2sc3ccccc3c2n(Cc2cccc(Cl)c2)c(=O)n1Cc1ccccc1	u
63	CCc1cc(=O)oc2cc(C)cc(OCC(=O)O)c12	u
64	CCc1c(C)nc(SCc2nc(-c3ccccc3C)no2)[nH]c1=O	u
65	COc1ccc(-c2cc(N3CCC(NC(=O)c4cccc(C#N)c4)CC3)n[nH]2)cc1	-15.3%
66	CN(C)C(=O)CN1CCCC(N2CCN(c3cccc(C(F)(F)F)c3)CC2)C1 (stereo not given)	-24.2%
67	Cc1cccc(OCCSCc2ccc(C(=O)Nc3ccccc3)cc2)c1	11.3%
68	O=C(N1CCN(c2ccccn2)CC1)C1(c2ccc(Cl)cc2)CCOCC1	79.4µM*
69	Cc1ccc(S(=O)(=O)NC2CCN(S(C)(=O)=O)CC2)cc1	4.8%
70	CC1(C)CC(=O)c2cc(C(=O)Nc3ccc(Br)cc3)c(=O)n(-c3ccc(Cl)cc3)c2C1	-13.1%
71	COc1ccc2c(c1)CCN=C2C[C@H]1CN(S(C)(=O)=O)CC[C@H]1CC(=O)O	u
72	Cc1ccc(-c2cc3ncc4c(n3n2)-c2cc(Cl)ccc2OC4)cc1	-13.8%
73	O=Cc1cc(O)c(Br)cc1Br	u
74	CCCCNC(=S)Nc1ccc(C)c(Cl)c1	4.9%
75	O=C1c2cc(N3CCOCC3)nc(-c3cnc4[nH]ccc4c3)c2CN1CC1CC1	12.6µM*
76	Cc1ccc(Cl)cc1NC(=O)C(NS(=O)(=O)c1cccc2nsnc12)c1ccccc1 (stereo not given)	-15.1%
77	COc1cccc(-c2ocnc2C(=O)Nc2cc(C)ccc2C)c1	u
78	CC(C)CC(NC(=O)COc1ccc(Oc2ccccc2)cc1)C(=O)O (stereo not given)	17.6%
79	CC(=O)C1=C(C)OC(=O)C1(NC(=O)c1ccc(C)cc1)C(F)(F)F (stereo not given)	15.7%
80	COc1ccc(C(C)=O)cc1COC(=O)CCc1ccc2c(c1)OCO2	-2.0%
81	CC(Sc1cccc2cccnc12)C(=O)NC(=O)NC1CCCC1 (stereo not given)	u
82	CS(=O)(=O)Nc1ccc(-c2nc3ccccc3s2)cc1	u
83	Cc1c(-c2ccccc2)nc2c3ccccc3ccn12	u
84	O=C(CCC[C@H]1NC[C@@H]2CC1CN(Cc1ccccc1)C2)NCc1ccc(F)cc1	u
85	CCCCC(CC)CNC(=O)CCCn1c(=O)[nH]c2ccsc2c1=O (stereo not given)	u
86	CC(C)(C)N=C(NS(=O)(=O)c1cccs1)c1ccccc1	5.7%
87	O=c1oc2ccccc2cc1-c1cn2cc(Cc3ccc(F)cc3)sc2n1	u
88	Cc1nn(C)cc1CN(C)C(=O)Cn1nc(C(F)(F)F)c(Br)c1C1CC1	13.6%
89	COc1ccc(-c2ccc3c(c2)C(=O)N2CC[C@H](NC(=O)CSC)C[C@H]2C(=O)N3)cc1	u
90	Cc1ccc(OCCn2cc(C(=O)c3cccs3)c3ccccc32)cc1	u

entry	SMILES	KDM5B inhibitor
91	Cc1nc(-c2ccccc2)sc1-c1ccc(SCC(=O)Nc2cccc(C(F)(F)F)c2)nn1	6.8%
92	CC(NC(=O)c1cc(Cl)ccc1Cl)c1ccc2c(c1)CCCC2 (stereo not given)	24.3%
93	Cc1cn2nc(C(=O)Nc3ccc(N(C)C)cc3)cc2c(N2CCSCC2)n1	48.7%[activator]
94	O=C(CCC1CCCC1)Nc1nc(-c2ccc(F)cc2)cs1	-2.3%
95	Cc1ccc(CNC(=O)CSc2nnc(C)c3c(C)n(-c4ccccc4)nc23)cc1	-8.2%
96	COc1ccc(Oc2c(C)oc3cc(OCC(=O)NC4CCS(=O)(=O)C4)ccc3c2=O)cc1 (stereo not given)	10.1%
97	Cc1c(C(=O)N2CCC(c3nc4ccccc4o3)CC2)oc2ccc(F)cc12	-20.6%
98	Cc1ccc(F)cc1NS(=O)(=O)c1ccc(N2CC(C(=O)O)CC2=O)cc1 (stereo not given)	-8.2%
99	COc1ccc(-c2nc3cnccn3c2NC2CCCCC2)cc1	u
100	O=C(CCn1c(=O)c2cccn2c2ccccc21)Nc1ccc(F)cc1	u
101	CCC(=O)N(C1CCNCC1)C1CCOCC1	-8.3%
102	CCSc1ccc2cc(C(=O)O)[nH]c2c1	u
103	Cc1cccc(/C=C(/C#N)C(=O)c2c(C)[nH]c3ccccc23)c1	-5.1%
104	COC(=O)c1c(NC(=O)Nc2ccc(Cl)cc2)sc(C)c1C	u
105	O=C(CN1C=NS(=O)(=O)c2ccc(C(F)(F)F)cc21)Nc1cccc(C(F)(F)F)c1	-5.3%
106	Cc1ccc(C(C)(C)C)cc1SCC(O)COCc1ccc(Cl)cc1 (stereo not given)	-3.4%
107	COc1cccc(NC(=O)C(C)Sc2ncnc3nc[nH]c23)c1 (stereo not given)	6.9%
108	Cc1ccc(-c2nnc(Nc3ccc(F)cc3)c3ccccc23)cc1S(=O)(=O)NC(C)C	u
109	COCCNC(=O)[C@@H]1C[C@H](Oc2cccnc2)CN1C(=O)CC1CCCCC1	-18.8%
110	Cc1cc(CNc2ccc(-c3nc(CCCc4ccccc4)no3)cn2)no1	28.2µM*
111	Cc1cc2c(c(=O)n(-c3ccc(F)cc3)c(=O)n2CC(=O)Nc2ccccc2C(F)(F)F)n1C	0.5%
112	Cc1cnc(C2CCOCC2)n1C1CCN(C(=O)C(C)Oc2ccccc2)CC1 (stereo not given)	2.1%
113	COc1ccc(C(=O)COC(=O)CCCC(=O)Nc2ccc(C(C)=O)cc2)cc1	-25.0%
114	O=C1CCCCC(CNC(=O)c2cccnc2)N1 (stereo not given)	21.5%
115	CCn1c(SCC(=O)c2ccc[nH]2)nnc1-c1ccc(OC)cc1	4.1%
116	CC(C)c1nc2sc3c(=S)nc[nH]c3c2c2c1CCC2	-18.9%
117	COc1ccccc1OCCN1C(=O)C2(SC(NC(C)=O)=NN2C(C)=O)c2cc(Cl)ccc21 (stereo not given)	-5.1%
118	CCN(C(=O)Cc1c(C(=O)O)[nH]c2ccccc12)c1ccc(OC)cc1	-9.3%
119	CC(/C=N/Nc1ccc([N+](=O)[O-])cc1[N+](=O)[O-])=C\c1ccco1	10.9%
120	COc1ccc(OC)c(C2C(C(=O)Nc3ccccc3)=C(C)Nc3nc(SC)nn32)c1 (stereo not given)	6.1%
121	Cc1cccc(-c2nc(C#N)c(NCC3CCCO3)o2)c1 (stereo not given)	u
122	Cc1cc(=O)[nH]c(NCCNc2nccc(-c3cccnc3)n2)n1	31.6µM*
123	Cc1nn2c(c1-c1ccccc1C(C)C)N(Cc1ccc(F)cc1)CCC2	u

# Molecules above that contain a cyano group, in the order listed:
entry	SMILES	KDM5B inhibitor
4	Cc1nc(SCC(=O)Nc2ccc(C#N)cc2)n(CC(C)C)c1C	3.5%
51	CN(C(=O)Cn1cc(C#N)c2ccccc21)C1CCCCC1	0.1%
65	COc1ccc(-c2cc(N3CCC(NC(=O)c4cccc(C#N)c4)CC3)n[nH]2)cc1	-15.3%
103	Cc1cccc(/C=C(/C#N)C(=O)c2c(C)[nH]c3ccccc23)c1	-5.1%
121	Cc1cccc(-c2nc(C#N)c(NCC3CCCO3)o2)c1 (stereo not given)	u
